Screens from PubChem BioAssay.
Gli-Sufu block: Gli-Sufu pathway antagonists, primary screen, luciferase luminescence, Sufu-KO-LIGHT cells, uHTS; inhibition, % at 5 µM; Sufu-KO-LIGHT fibroblasts, Gli luciferase reporter luminescence; hit rate 0.74% among 340,000;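 active = inhibition above about 55%, limit read from the data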;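 also: 0% = DMSO-treated cells and 100% = wells with medium but no cells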
697 NFkB inh: inhibitors of PMA/ionomycin-induced NF-kB reporter, 697 cells, primary screen, B-cell NF-kB inhibitor project, cell-based, luminescence, uHTS; 697 B-cell NF-kB luciferase reporter, 16 h; inhibition, % at 4 µM; hit rate 0.33% among 330,000; in the data active = inhibition above about 35%
UBC13 polyUb: UBC13 polyubiquitin chain formation inhibitors, primary screen, biochemical, TR-FRET, uHTS; inhibition, % at 20 µM; hit rate 0.47% among 330,000; AID 485273, 2010; in the data active = inhibition above about 45%, passing the limit was not always enough; inconclusive = no clear call, values can overlap the other calls
Target sequence (P61088 whole entry, looked up): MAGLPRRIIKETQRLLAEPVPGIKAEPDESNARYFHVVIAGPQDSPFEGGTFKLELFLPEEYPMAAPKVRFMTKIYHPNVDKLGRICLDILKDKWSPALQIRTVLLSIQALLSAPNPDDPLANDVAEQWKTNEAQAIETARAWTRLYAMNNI
EBI2 antag: EBI2 receptor antagonists, beta-arrestin recruitment, primary screen, cell-based, luminescence, 7a,25-OHC stimulation, uHTS. 7a,25-OHC stimulated. inhibition, % at 5 µM. hit rate 0.81% among 360,000. AID 651636, 2012; in the data active = inhibition above about 38%;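 also: enzyme fragment complementation signal reports receptor beta-arrestin coupling in cells; 0% = agonist plus DMSO wells and 100% = wells without agonist; some results beyond the cut were filed as inactive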
Target sequence (P32249 whole entry, looked up, the tested form may be a part): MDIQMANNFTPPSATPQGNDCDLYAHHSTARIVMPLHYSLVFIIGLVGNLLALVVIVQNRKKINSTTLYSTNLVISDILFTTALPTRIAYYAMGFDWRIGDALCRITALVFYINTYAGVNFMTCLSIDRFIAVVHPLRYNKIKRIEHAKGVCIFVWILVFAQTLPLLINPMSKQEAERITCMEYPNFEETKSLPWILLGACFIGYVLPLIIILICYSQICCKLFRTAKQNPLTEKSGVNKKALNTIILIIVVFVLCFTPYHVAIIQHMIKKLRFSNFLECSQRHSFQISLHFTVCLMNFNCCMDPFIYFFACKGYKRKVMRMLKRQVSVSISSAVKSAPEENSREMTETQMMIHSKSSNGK
CCR6 antagonist: CCR6 receptor antagonists, primary screen, cell-based, CHO-K1, luminescence, beta-arrestin, uHTS | CHO-K1 CCR6 PathHunter beta-arrestin, CCL20-stimulated | inhibition, % at 20 µM | C-C chemokine receptor type 6 (Homo sapiens), P51684 | hit rate 0.49% among 340,000;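 active = compounds whose inhibition of the agonist-driven luminescence signal at 20 µM reaches about 50%, limit read from the data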;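 also: cells stimulated with CCL20 at 14 nM final; plate controls were DMSO with CCL20 for no effect and DMSO without agonist for full effect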
APJ antag: antagonists of human apelin receptor APJ, primary screen, CHO-K1 cells, beta-arrestin complementation, luminescence; inhibition, % at 20 µM; AID 2521, 2010; hit rate 0.32% among 330,000; P35414;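 active = inhibition above about 40% at 20 µM, limit read from the data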;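 also: cells challenged with 10 nM apelin-13 agonist together with compound; plate controls were apelin-13 plus DMSO wells for no effect and DMSO wells lacking apelin-13 for full effect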
Jurkat NFkB inh: inhibitors of induced NF-kB luciferase reporter, primary screen, TCR NF-kB activation inhibitor project, cell-based, luminescence, uHTS; hit rate 0.53% among 330,000; inhibition, % at 4 µM; Jurkat, PMA/ionomycin-induced NF-kB luciferase reporter; in the data active = inhibition above about 50%
CXCR6 block: CXCR6 receptor inhibitors, primary screen, cell-based, beta-arrestin, luminescence, CHO-K1 PathHunter, 1536-well; inhibition, % at 20 µM; hit rate 0.36% among 360,000; in the data active = inhibition above about 34%, passing the limit was not always enough;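 also: antagonist mode with CXCL16 agonist at 10 nM final; 0% = 10 nM CXCL16 with DMSO and 100% = unstimulated wells without agonist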
Target sequence (O00574 whole entry, looked up): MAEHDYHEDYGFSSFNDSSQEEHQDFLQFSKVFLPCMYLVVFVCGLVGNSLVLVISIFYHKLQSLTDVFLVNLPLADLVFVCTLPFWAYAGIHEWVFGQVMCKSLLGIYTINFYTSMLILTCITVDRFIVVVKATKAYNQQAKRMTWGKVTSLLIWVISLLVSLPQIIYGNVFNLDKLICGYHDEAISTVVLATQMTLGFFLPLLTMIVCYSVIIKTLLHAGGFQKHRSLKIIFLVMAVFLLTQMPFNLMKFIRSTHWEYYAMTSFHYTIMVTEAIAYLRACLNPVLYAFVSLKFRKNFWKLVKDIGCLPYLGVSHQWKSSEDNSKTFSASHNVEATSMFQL
Active calls of the source: *; u = inconclusive; x = no result given; & = joins results of further samples.

compound	CXCR6 block	APJ antag	Gli-Sufu block	Jurkat NFkB inh	CCR6 antagonist	697 NFkB inh	UBC13 polyUb	EBI2 antag
COc1ccc(/C=N/NS(=O)(=O)c2ccc(F)cc2)cc1COc1cc(F)ccc1[N+](=O)[O-]	6	-1	-7	9	12	-24	-14	-5
Cc1ccc(N2CCN(C(=O)c3cc(COc4c(C)cccc4C)on3)CC2)c(C)c1	2	0	6	-9	4	-10	-9	-4
O=[N+]([O-])c1ccc(Nc2ccc(Cl)cc2)nc1	-13	-11	-2	-10	18	-15	-10	14
Cc1c(Br)c(C(=O)N2CCc3ccccc32)nn1C	2	14	-78	-42	12	-66	4	-3
Cc1ccc(-n2ncc3c(=O)n(CC(=O)NC4CCCCC4)cnc32)cc1	-2	6	-2	-1	9	9	8	15
CCC(C)NC(=O)C1CCN(S(=O)(=O)c2ccc3c(c2)CC(C)N3C(C)=O)CC1 (stereo unspecified)	-4	8	7	11	-5	6	-2	5
CN(c1ccc(C(=O)N2CCN(Cc3ccc4c(c3)OCO4)CC2)cc1)S(C)(=O)=O	-3	-11	4	4	5	-10	0	-4
CC(NC(=O)Cc1ccsc1)c1ccc(Cl)cc1Cl (stereo unspecified)	6	21	x	-27	17	-20	-3	3
COc1ccc(CCNC(=O)C2CCN(S(=O)(=O)c3cccs3)CC2)cc1OC	-3	-9	-8	-7	1	11	4	0
CC1CC(=O)NN=C1c1ccc(NCCO)c([N+](=O)[O-])c1 (stereo unspecified)	2	9	-1	6	-9	22	-105	-5
O=C1OC(Nc2nccs2)c2ccccc21 (stereo unspecified)	2	-3	-2	-20	2	-25	-17	-15
COc1cccc(C(=O)N2C(C(=O)O)CSC2c2ccccc2Cl)c1 (stereo unspecified)	-4	5	5	1	-3	5	-5	-7
COc1ccc(OC)c(N(CC(=O)Nc2ccc3c(c2)OCCO3)S(C)(=O)=O)c1	-10	8	6	2	-3	14	0	-15
O=C(CCc1nnc(C2CCCCC2)o1)N1CCN(Cc2ccccc2)CC1	1	2	-1	-14	9	1	1	1
Cc1ccnc(NC(=O)c2cc(F)c(F)cc2Cl)n1	-2	8	0	4	10	-4	6	-12
CC(C)=CC(=O)OCc1csc(CC(=O)Nc2ccccc2C)n1	3	8	-42	13	4	-3	1	2
O=C(CSc1ncn[nH]1)Nc1c(F)cc(F)cc1Br	4	6	17	-26	-6	-24	-11	-30
CCOc1ccc(OCCCC(=O)ON=C(N)c2ccccc2Cl)cc1	-10	-32	1	-19	-9	6	-6	-7
O=C(Nc1ccccc1)C1=C[C@@H](C2CC2)C[C@@H](OCc2ccc(CO)cc2)O1	0	0	0	-14	4	-21	1	13
COc1ccc(CN(C(=O)c2cccs2)C(C(=O)NC2CCCCC2)c2ccc3ncccc3c2)cc1 (stereo unspecified)	5	-39	-15	-4	-12	-11	-9	-7

Retrieved by compound from above, 2 records:
compound	CXCR6 block	APJ antag	Gli-Sufu block	Jurkat NFkB inh	CCR6 antagonist	697 NFkB inh	UBC13 polyUb	EBI2 antag
O=[N+]([O-])c1ccc(Nc2ccc(Cl)cc2)nc1	-13	-11	-2	-10	18	-15	-10	14
Cc1c(Br)c(C(=O)N2CCc3ccccc32)nn1C	2	14	-78	-42	12	-66	4	-3

Carrying on:
compound	CXCR6 block	APJ antag	Gli-Sufu block	Jurkat NFkB inh	CCR6 antagonist	697 NFkB inh	UBC13 polyUb	EBI2 antag
CC(=O)N1N=C(C)CC1c1ccc(O)cc1 (stereo unspecified)	7	18	1	6	2	0	0	-4
N#CCCN(C(=O)COC(=O)c1ccc2c(c1)NC(=O)CS2)c1ccc2c(c1)OCCO2	2	-15	-17	1	12	-11	-2	-10
CCCNC(=O)CNC(=S)N(Cc1ccccc1F)C1CCCCC1	4	-19	-3	-6	7	12	-5	-2
Cc1ccc(-c2cc(C(=O)NCCc3ccc(S(N)(=O)=O)cc3)c3ccccc3n2)cc1	0	-4	-15	-15	17	1	12	9
CCNc1ccc(S(=O)(=O)N(C)C)cc1[N+](=O)[O-]	4	12	-4	-2	11	16	-5	3
CN(C)c1ccc(-c2nc3ccccc3n2C)cc1	5	7	x	-99	5	-184	5	-4
COc1ccc(CC(=O)OC(C)C(=O)c2ccc(C)cc2)cc1 (stereo unspecified)	12	4	-25	-5	15	-15	-3	-2
O=C(O)c1ccc(-c2ncc[nH]2)cc1	-9	6	-4	-2	-10	-9	0	-12
Cc1ccc(C2N(c3ccccc3)C(=S)N3CCCN23)cc1 (stereo unspecified)	11	9	99*	2	1	-11	-10	-2
CCOC(=O)c1cc(NC(=O)SCC(=O)O)c(C)nc1C	4	-10	7	1	3	5	6	-3
Cc1ccc([N+](=O)[O-])cc1S(=O)(=O)N1CCCC1	-7	-28	-2	0	0	-23	7	-15
Cc1cccc(NC(=O)Cn2nnc(C(=O)NCc3cccs3)c2N)c1C	-14	7	4	14	8	-43	-5	4
O=C1/C(=C\c2cccs2)SC(=S)N1C1CCS(=O)(=O)C1 (stereo unspecified)	0	-11	23	-8	6	-6	-10	14
Cc1cc(C)cc(N2C(=O)C3NN=C(C(=O)OCc4ccccc4)C3C2=O)c1 (stereo unspecified)	-14	3	1	47	-5	-50	-5	-7
CC(OC(=O)c1cccc(-n2cnnn2)c1)C(=O)Nc1ccc(N(C)C)cc1 (stereo unspecified)	-8	-2	-3	7	-1	8	4	2
O=C(CN1CCN(C(=O)c2ccccc2)CC1)NC(=O)NCCC1=CCCCC1	-6	11	-2	-1	4	-14	-11	-9
Cc1c(CC(=O)NCC(=O)O)c(=O)oc2cc3oc4c(c3cc12)CCCC4	0	-31	9	-36	-4	-10	0	-7
CC(C)c1ccc(OCC(O)CN2CCN(c3ccccc3)CC2)cc1 (stereo unspecified)	4&-2	1	-2&-5	-2	-1&8	5	12	10&12
CN1CC(=O)N(CC(=O)NCc2ccc3c(c2)OCO3)C1=O	0	13	2	-10	2	7	-9	-2
Cc1ccc(S(=O)(=O)NCC(=O)OC(C)C(=O)NC2CCCCC2C)cc1C (stereo unspecified)	6	21	-9	-1	9	-6	1	9

Only UBC13 polyUb and Gli-Sufu block, for some of the entries so far:
molecule | UBC13 polyUb | Gli-Sufu block
O=C1/C(=C\c2cccs2)SC(=S)N1C1CCS(=O)(=O)C1 (stereo unspecified) | -10 | 23
CC(=O)N1N=C(C)CC1c1ccc(O)cc1 (stereo unspecified) | 0 | 1

Further compounds:
compound	CXCR6 block	APJ antag	Gli-Sufu block	Jurkat NFkB inh	CCR6 antagonist	697 NFkB inh	UBC13 polyUb	EBI2 antag
Cc1cc(C)cc(N=C2SC(CC(=O)Nc3ccccc3)C(=O)N2CCN2CCOCC2)c1 (stereo unspecified)	3	10	-1	4	9	9	9	3
COc1ccc(CNCCC2(C(C)C)CCOC(C)(C)C2)cc1 (stereo unspecified)	8	-10	6	-4	6	-3	2	-4
Cc1ccc(NS(=O)(=O)c2cccc(C(=O)NC3CCN(Cc4ccccc4)CC3)c2)cc1	-4	x	48	x	13	x	x	16
CC(C)(C)N(Cc1ccccc1)C(=O)COc1cccnc1[N+](=O)[O-]	7	2	5	3	3	15	3	0
Cc1csc(N2CCCC2=O)n1	-2	1	5	8	-3	10	4	-3
C[C@@H](C(=O)NC1CCCCC1)N1C(=O)N2CCc3c([nH]c4ccccc34)[C@@]2(C)C1=O	3	-50	3	6	8	10	0	-1
O=C1C2CCCN2C(c2ccccc2)N1c1cccc(Cl)c1 (stereo unspecified)	-5	16	-11	-1	-9	5	8	-1
O=C(COC(=O)c1ccco1)Nc1cccc(S(=O)(=O)N2CCCCC2)c1	-2	2	0	-5	7	-5	-8	6
N#Cc1nc(-c2ccccc2F)oc1N1CCCCC1	7	10	-10	-7	17	13	15	-8
CC1(C)CC(=O)C(C=NCCN2CCNCC2)=C(O)C1	0	-5	-1	4	-9	17	2	9
O=C(NCC1CCCO1)C1CCCN(S(=O)(=O)c2cccc3nsnc23)C1 (stereo unspecified)	0	-5	2	-8	15	-3	-5	-2
O=C(COc1ccc([N+](=O)[O-])cc1)Nc1ccc2c(c1)CCC2	-4	5	-5	-2	15	-2	-2	-1
CCCCCN(C(=O)CCC(=O)OCc1ccc(C(C)(C)C)cc1)c1c(N)n(CCCC)c(=O)[nH]c1=O	6	-2	13	-2	8	-6	-8	13
O=C(CCn1nc(-c2ccc(Cl)cc2)ccc1=O)NCc1cccnc1	4	12	4	5	-5	14	1	4
COc1ccc(N(CC(=O)NCc2ccccc2)S(=O)(=O)c2c(C)nn(C)c2C)cc1	-1	3	2	8	14	0	-1	-2
O=C(NCCCN1CCCC1=O)c1cccc(S(=O)(=O)N2CCN(c3ccccc3)CC2)c1	-1	9	-3	22	13	6	-7	-8
CCCC(NC(=O)Cc1c(C)c2cc3c(C)c(C)oc3c(C)c2oc1=O)C(=O)N[C@@H](Cc1ccccc1)C(=O)O (stereo partly specified)	-4	x	6	x	8	x	x	2
COC(=O)C1=C(C)N(Cc2ccco2)C(=O)N[C@H]1c1ccc(Br)cc1	x	7	x	26	x	13	4	x
O=c1[nH]c(C2CCN(S(=O)(=O)c3ccccc3F)CC2)nc2c1nnn2Cc1ccc(F)cc1	1	17	6	7	10	5	4	-2
N#CCCN(C(=O)COC(=O)c1cc2ccccc2oc1=O)c1ccccc1	9	-8	-10	-12	8	-7	1	-6
Cc1ccc(C)c(/C(O)=C2\C(=O)C(=O)N(CCCn3ccnc3)C2c2cccnc2)c1 (stereo unspecified)	-1	-1	x	-14	1	-6	-5	2
CC(C)(C)n1nc2c(c1NC(=O)c1ccc(Cl)c([N+](=O)[O-])c1)CS(=O)(=O)C2	9	11	-21	-17	15	-27	-11	7
CCOc1ccc(-n2c(=O)c3sccc3n(CC(=O)NC3CCCCC3)c2=O)cc1	-5	-1	25	-4	14	-3	1	-11
O=C(Nc1cccnc1)Nc1ccc(Cl)cc1Cl	-2	7	-7	-7	7	3	-4	6
CNC[C@H]1Oc2ccc(NC(=O)C3CCCCC3)cc2CC(=O)N([C@H](C)CO)C[C@@H]1C	5	-5	-20	13	16	10	-18	-1
Cc1cc(=O)[nH]c(CN2CCOCC2)n1	-2	-2	-6	0	7	19	1	-3
Cc1nn(-c2ccc(F)cc2)c2nc(N)c(C#N)c(-c3cccs3)c12	14	14	18	-26	31	-55	u	18
Cc1oc(-c2ccccc2F)nc1CS(=O)CC(=O)NCc1ccccn1 (stereo unspecified)	5	18	-4	6	-4	-16	-4	-1
CN(C)C(CNC(=O)c1ccc([N+](=O)[O-])cc1Cl)c1ccco1 (stereo unspecified)	-24	-10	2	18	-2	9	-7	-10
O=C1CSC(c2ccc([N+](=O)[O-])cc2)N1Cc1ccccc1 (stereo unspecified)	7	-18	-11	-5	11	-6	-6	8
COc1nc(-c2ccc(Cl)cc2)ccc1-c1noc(-c2cccs2)n1	-4	7	4	-14	14	2	22	15
CN(C)C1(CNC(=S)Nc2ccccc2C(F)(F)F)CCCCC1	-2	8	5	6	18	8	10	-8
CC1=C(C(=O)OCc2ccc3c(c2)OCO3)C(c2ccc(O)c([N+](=O)[O-])c2)NC(=O)N1 (stereo unspecified)	3	17	-8	-3	17	8	-11	7
O=NN(CCCl)C(=O)NCCCl	-8	9	-1	-2	3	-9	4	8
CCOc1ccc(C(=O)NCCO)cc1	-1	2	-3	-3	6	-6	5	-7
COc1cccc(-c2nn(-c3ccccc3)cc2CO)c1	-13	6	-53	-56	1	-45	11	-6

As entered above.
Under EBI2 antag, CC1=C(C(=O)OCc2ccc3c(c2)OCO3)C(c2ccc(O)c([N+](=O)[O-])c2)NC(=O)N1 (stereo unspecified) is entered as 7
Under CCR6 antagonist, Cc1nn(-c2ccc(F)cc2)c2nc(N)c(C#N)c(-c3cccs3)c12 is entered as 31
